# Screening results (PubChem BioAssay)
# HT1080 IDH1KD tx = qHTS for induction of synthetic lethality in tumor cells producing 2HG: qHTS for the HT-1080-IDH1KD cell line; HT-1080 IDH1 knockdown viability, ATP luminescence, 48 h; Potency, µM (series often up to 46.1 µM), without a hit: at the highest dose activity, negative = toxicity, most hits filed as cytotoxic; 360,000 tested, 2% active; AID 686971, 2013;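 also: 0% = DMSO wells and -100% = cell-free medium wells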
#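 HT-1080-IDH1KD cells (IDH1 knocked down), 750/well in RPMI with 5% FBS, treated with compound 48 h at 37 degrees C. Viability by CellTiter-Glo luminescence, normalised to DMSO and no-cell wells; concentration-response curves classed.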
# GLP-1R agonist = qHTS of GLP-1 Receptor Agonists | Potency, µM (titrated, usually from 45.6 µM), for inactives: at the highest dose activation, usual class: activators | HEK293 GLP-1R CRE-luciferase, luminescence, 4-6 h; cells express a hypersensitive GLP-1R form | Glucagon-like peptide 1 receptor (Homo sapiens), P43220 | 380,000 tested, 0.007% active; also: % of control where 0% means no effect
# Target sequence (P43220 whole entry, looked up): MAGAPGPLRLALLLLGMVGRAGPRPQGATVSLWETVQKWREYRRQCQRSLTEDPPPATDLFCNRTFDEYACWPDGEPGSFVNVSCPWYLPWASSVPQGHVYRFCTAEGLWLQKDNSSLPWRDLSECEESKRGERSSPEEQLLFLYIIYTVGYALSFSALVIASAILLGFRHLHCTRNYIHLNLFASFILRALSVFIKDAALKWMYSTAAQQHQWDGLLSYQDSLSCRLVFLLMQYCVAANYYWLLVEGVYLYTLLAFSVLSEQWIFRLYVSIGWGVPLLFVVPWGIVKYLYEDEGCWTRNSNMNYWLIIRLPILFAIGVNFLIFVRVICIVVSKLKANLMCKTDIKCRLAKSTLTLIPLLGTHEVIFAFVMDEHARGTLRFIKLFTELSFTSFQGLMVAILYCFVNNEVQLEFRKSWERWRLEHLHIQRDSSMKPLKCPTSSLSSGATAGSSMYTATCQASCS
# HEK293 tox = qHTS of GLP-1 Receptor Inverse Agonists: Cytotox Screen; HEK293 cAMP-luciferase reporter cells, luminescence, 24 h; Potency, µM (highest dose often 38.3 µM), for the others: at the highest dose activity change, negative = inhibition, most hits filed as inhibitors; 410,000 tested, 0.13% active; AID 624418, 2012;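 also: loss of luciferase light is scored as toxicity; % is scaled to controls: 0 for no effect and ±100 for the full control effect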
#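 Step one: seed cells (200 cells/uL, DMEM with 10% Nu serum, 1% pen-strep). Step two: 12-hour incubation at 37 deg C. Step three: pin 23 nL compound, incubate 24 hr. Step four: add luciferase reagent, read luminescence 12 min later.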
# SW480 rerep = A quantitative high throughput screen for small molecules that induce DNA re-replication in SW480 colon adenocarcinoma cells; SW480 DNA re-replication, Hoechst DNA content imaging, 48 h; Potency, µM (series often up to 46.1 µM), without a hit: at the top dose re-replication activation, most hits filed as activators; 340,000 tested, 1.8% active; AID 624297, 2012; also: % of control where 0% means no effect; nearly all actives have a fitted effect of over 55% in size
#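 Image-based DNA-content assay: after two days of treatment, nuclei were labelled with the DNA dye Hoechst and imaged, and hits were compounds raising the count of nuclei showing high fluorescence intensity.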
# KB-3-1 cytotox = qHTS assay for MDR1-selective chemotherapeutics: Primary screen using the parental adenocarcinoma cell KB-3-1. KB-3-1 viability, CellTiter-Glo ATP luminescence, 72 h. 400,000 tested, 1.4% active. Potency, µM (highest dose often 46.1 µM), without a hit: top-dose activity change, negative = cytotoxic, most hits filed as cytotoxic; also: % is scaled to controls: 0 for no effect and ±100 for the full control effect; nearly all actives have a fitted effect of over 60% in size
#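 Here the drug-naive KB-3-1 line serves as comparator for MDR sub-line selectivity; cells received compound titrations, 72 h at 37 °C, then CellTiter-Glo readout.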
# HT1080-NT tox = qHTS for induction of synthetic lethality in tumor cells producing 2HG: qHTS for the HT-1080-NT fibrosarcoma cell line | HT-1080-NT fibrosarcoma viability, CellTiter-Glo ATP luminescence, 48 h | Potency, µM (series often up to 46.1 µM), for the others: at the top dose activity, negative = less viability, hits mostly cytotoxic | 360,000 tested, 1.6% active | AID 686970, 2013;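 also: NT is the 2HG producing partner of a matched IDH1 knockdown line; 0% = DMSO-treated cells and -100% = media-only wells without cells; nearly all actives have a fitted effect of over 55% in size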
#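 HT-1080-NT; 750 cells/well; 5% FBS RPMI; 48 h compound, 37 degrees C; CellTiter-Glo luminescence; curve fitting and curve-class assignment.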
# KB-V1 cytotox = qHTS assay for MDR1-selective chemotherapeutics: Primary screen using the drug-selected MDR subline cells KB-V1; KB-V1 MDR cells viability, CellTiter-Glo, 72 h; Potency, µM (titrated, usually from 46.1 µM), for the others: at the highest dose activity change, negative = cytotoxicity, actives largely listed as cytotoxic; 400,000 tested, 3.4% active; AID 1347076, 2019; also: % is scaled to controls: 0 for no effect and ±100 for the full control effect; nearly all actives have a fitted effect of over 60% in size
#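 Readout: CellTiter-Glo luminescence, 10 min after addition. Cells: KB-V1 MDR subline, 72 h at 37 degrees C with compound. Analysis: corrected, normalized data fitted to concentration-effect curves.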
# TDP-43 yeast inh = qHTS of TDP-43 Inhibitors | TDP-43 expressing yeast growth rescue, BacTiter-Glo, 24 h | Potency, µM (series often up to 46.1 µM), without a hit: top-dose growth rescue (activation), hits mostly activators | 410,000 tested, 1.8% active | AID 652104, 2013; also: % of control where 0% means no effect; nearly all actives have a fitted effect of over 50% in size
#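 Yeast cells expressing TDP-43 under galactose induction are exposed to compounds for 24 hr at 30 deg C. BacTiter-Glo luminescence measures growth, so protective compounds score as activators.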
# GLP-1R inv ag = qHTS of GLP-1 Receptor Inverse Agonists (Inhibition Mode). 410,000 tested, 1.6% active. Glucagon-like peptide 1 receptor (Homo sapiens), P43220. Potency, µM (highest dose often 38.3 µM), for inactives: at the top dose activity change, negative = inhibition, usual class: inhibitors. HEK293 GLP-1R CRE-luciferase, luminescence, 24 h; GLP-1R form is constitutively active; also: % is scaled to controls: 0 for no effect and ±100 for the full control effect; nearly all actives have a fitted effect of over 55% in size
#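 Seeding at 200 cells/uL, 12 h culture, 24 hr compound treatment, then luciferase reagent and a luminescence read; cells are HEK293 stably expressing a constitutively active GLP-1R plus cAMP-responsive luciferase.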
# Starred values were filed as active, the others as inactive; ? = inconclusive; nt = no result given; & = joins results of further samples; [ ] = remark or other dose. Calls follow the shape of the dose curve; as a rule, active = well fitted curve in the direction sought with a large enough effect; inconclusive = small, poorly fitted or top-dose-only effect, or another doubt; inactive = no such curve, though single readings can be large; an effect the other way counts as inactive or inconclusive. Potency is read from the fitted curve at half-maximal effect.
(1) CNc1nnc(-c2ccncc2)s1
(2) Cc1ccc(NC(=O)c2ccc(Cl)c(S(=O)(=O)N3CCc4ccccc43)c2)nc1
(3) COc1ccc2c(c1)c1c(c(=O)n(Cc3ccccc3)c(=O)n1Cc1cccc(Cl)c1)n2C
(4) Cc1cccc(NC(=O)C2Cc3ccccc3CN2C(=O)OCc2ccccc2)c1C (stereo not drawn)
(5) CCOC(=O)C(C)Sc1nnc(Cc2cc(=O)[nH]c(=O)[nH]2)n1-c1cccc(OC)c1 (stereo not drawn)
(6) Cc1cc(C)c2oc(-c3cccc(NC(=O)c4cc5ccccc5o4)c3)nc2c1
(7) O=C(CCCn1c(=S)[nH]c2cc3c(cc2c1=O)OCO3)N1CCN(c2ccc(Cl)cc2)CC1
(8) Cc1ccc(S(=O)(=O)Nc2cccc(C(=O)NCc3ccccn3)c2)cc1F
(9) C=C(C)C(=O)Nc1nnc(-c2ccccc2C)s1
(10) CCOC(=O)c1csc(NC(=O)CSc2nnnn2-c2cccc(OC)c2)n1

entry no.	1	2	3	4	5	6	7	8	9	10
HT1080 IDH1KD tx	2%	-10%	nt	1%	-1%	nt	-17%	1%	-13%	5%
GLP-1R agonist	-14%	16%	1%	0%	-3%	nt	0%	-14%	-3%	2%
HEK293 tox	-17%	0%	1%	-12%	4%	16%	4%	7%	1%[0.307 µM]	-2%
SW480 rerep	-8%	-7%	nt	-7%	1%	nt	-22%	-7%	-5%	3%
KB-3-1 cytotox	4%	?	0%	2%	-5%	0%	?	-4%	-14%	-4%
HT1080-NT tox	-7%	?	nt	10%	29%	nt	-9%	3%	-21%	-2%
KB-V1 cytotox	0%	?	-5%	?	0%	12%	?	-26%	4%	-1%
TDP-43 yeast inh	0%	2%	10%	-12%	-17%	?	-1%	-18%	?	24%
GLP-1R inv ag	-2%	?	7%	?	2%	3%	-7%	2%	-7%[0.307 µM]	-16%

(11) N#Cc1cc2c(nc1SCc1ccc(Cl)nc1)CCCCC2
(12) O=C(Nc1nnc(COc2ccc(Br)cc2)s1)c1ccco1
(13) C/C(=N\NC(=O)C1CC1)c1ccc2c(c1)OCCO2
(14) Cc1ccnc(N2CCN(C(=O)CSc3nc4ccccc4nc3N3CCC(C)CC3)CC2)c1
(15) O=C(c1ccc([N+](=O)[O-])cc1Cl)N1CCN(Cc2ccccc2)CC1
(16) CC(=O)c1sc(NC(=O)COc2ccc(C(C)C)c(C)c2)nc1C
(17) O=[N+]([O-])c1ccc(/C=N/N=C/c2ccc([N+](=O)[O-])o2)o1
(18) COC(C[C@@H](O)C[C@H](O)[C@@H](C)OCc1ccccc1)OC
(19) COc1ccc(S(=O)(=O)N2CC3CCCN3c3cc(C(F)(F)F)ccc32)cc1 (stereo not drawn)
(20) CC(C)N(Cc1nc(-c2ccc(Cl)cc2)no1)C(=O)CN(C)S(=O)(=O)c1ccc(Cl)cc1

entry no.	11	12	13	14	15	16	17	18	19	20
HT1080 IDH1KD tx	-19%	-14%	2%	-3%	1%	?	2.9µM*	13%	-10%	?
GLP-1R agonist	31%	0%	6%	-4%	4%	1%	14%	5%	-3%	18%
HEK293 tox	-14%	-28%	4%	-23%	-22%	-6%	10µM*	4%	19%	-16%
SW480 rerep	-4%	3%	-1%	?	nt	?	1%	1%	10%	-1%
KB-3-1 cytotox	12%	-1%	?	-3%	-7%	0%	?	2%	?	-6%
HT1080-NT tox	-20%	-18%	8%	-4%	-1%	-25%	4.6µM*	12%	-13%	-28%
KB-V1 cytotox	-24%	24%	?	-19%	?	?	8.2µM*	?	?	8%
TDP-43 yeast inh	17%	-25%	17%	0%	14%	0%	?	2%	18%	?
GLP-1R inv ag	?	21%	46%[activator]	?	-4%	-14%	?	14%	10µM*	?

(21) Cc1nn(-c2ccccc2)c(C)c1NC(=O)COC(=O)Cc1cccc(C(F)(F)F)c1
(22) CC1=C(C#N)CCC(=O)N1Cc1ccc(C)cc1
(23) O=C(NCC(Cl)c1ccc2ccccc2c1)c1c(F)cccc1F (stereo not drawn)
(24) COc1ccccc1CN1CCC(CNC(=O)c2cnn(-c3ccccc3Cl)c2C2CCN(C(=O)OC(C)(C)C)CC2)CC1
(25) COCCCN1CC(=O)N2Cc3[nH]c4ccccc4c3C[C@H]2C1=O
(26) CN1CC(=O)N=C1N
(27) CC(=O)N1CCN(S(=O)(=O)c2ccc3c(c2)CC(=O)N3)CC1
(28) CC1=NNC(=O)C1CC(=O)N/N=C/c1sccc1C (stereo not drawn)
(29) c1ccc(Oc2nnc(-c3cccs3)c3ccccc23)cc1
(30) CCC(c1nnnn1CCOC)N1CCN(c2cccc(C(F)(F)F)c2)CC1 (stereo not drawn)

entry no.	21	22	23	24	25	26	27	28	29	30
HT1080 IDH1KD tx	0%	3%	1%	nt	25%	-11%&5%	7%	16%	1%	-13%[9.24 µM]
GLP-1R agonist	-9%	2%	-1%	nt	-8%	-5%&2%&7%	4%	3%	1%	0%
HEK293 tox	-6%	-7%	1%	-2%	-4%	0%&-4%	-2%	12%	?	-2%
SW480 rerep	nt	3%	?	nt	-1%	-15%&-118%&1%	-25%	-150%[inhibitor]	8%	0%
KB-3-1 cytotox	-27%	-7%	-14%	-13%	11%	0%&0%	23%	17%	21%	-17%
HT1080-NT tox	-2%	5%	-11%	nt	13%	6%&4%	9%	21%	-2%	-2%
KB-V1 cytotox	12%	-4%	-6%	13%	4%	12%&16%	?	-2%	?	?
TDP-43 yeast inh	12%	14%	-10%	23%	23%	4%&5%	10%	-18%	22%	11%
GLP-1R inv ag	9%	10%	-14%	?	4%	4%&10%	6%	10%	?	?

(31) Cc1ccccc1N=C1c2ccccc2C(=O)C1[N+](=O)[O-] (stereo not drawn)
(32) O=C(CSc1nnc(-c2ccc(Cl)cc2)c(-c2ccc(Cl)cc2)n1)NC1CCCC1
(33) CCn1c(SCCOc2ccc(OC)cc2)nnc1C(CO)NC(=O)c1ccc(OC)cc1 (stereo not drawn)
(34) Cc1ccc(C)c(NS(=O)(=O)c2c(C)ccc3nsnc23)c1
(35) CCN(CCn1cccn1)Cc1c(C(=O)N2C[C@@H](C)O[C@@H](C)C2)nc2ccc(Cl)cn12
(36) Cc1ccc(CN2CCCN(Cc3ccc(F)cc3Cl)S2(=O)=O)cc1
(37) CC1=C(C(=O)NCc2ccc3c(c2)OCO3)C2(CCC(C)CC2)OC1=O (stereo not drawn)
(38) CC(C)Oc1ccc(CNC(=O)CN2C(=O)CCn3nc(-c4cn(C)c5ccccc45)cc32)cc1
(39) COc1cc2nc(NC(=O)c3ccc(Cl)cc3)[nH]c(=O)c2cc1OC
(40) O=C(OCc1ccc(Br)cc1F)c1cc2ccccc2oc1=O

entry no.	31	32	33	34	35	36	37	38	39	40
HT1080 IDH1KD tx	1%	nt	0%	-6%	-1%	0%	-10%	nt	7%	15%
GLP-1R agonist	-5%	nt	13%	-6%	5%	16%	5%	nt	-2%	6%
HEK293 tox	4%	3%	-2%	-11%	-3%	-2%	-4%	-1%	-12%	8%
SW480 rerep	0%	nt	-3%	-4%	3%	-3%	2%	nt	-5%	-18%
KB-3-1 cytotox	-15%	3%	-2%	-14%	8%	10%	6%	0%	-1%	-7%
HT1080-NT tox	0%	nt	1%	0%	9%	7%	3%	nt	10%	1%
KB-V1 cytotox	?	2%	0%	3%	-26%	-14%	0%	-21%	-8%	-1%
TDP-43 yeast inh	6%	28%	-10%	26%	-15%	3%	?	-12%	-1%	-20%
GLP-1R inv ag	-1%	26%	0%	?	-1%	?	1%	?	0%	-8%

(41) COc1cc(N2CCCC2)ccc1[N+](=O)[O-]
(42) Cc1ccsc1/C=C1/SC(=O)N(CC(=O)N2CCOCC2)C1=O
(43) Cc1coc2c1c(C)cc1oc(=O)c(CC(=O)NCCCCCC(=O)O)c(C)c12
(44) C=CCCCCCCCCC(=O)NNC1CC(=O)N(c2ccccc2)C1=O (stereo not drawn)

entry no.	41	42	43	44
HT1080 IDH1KD tx	4%	18%	-11%	11%
GLP-1R agonist	1%	-6%	?	0%
HEK293 tox	?	-8%	6%	2%
SW480 rerep	-702%[inhibitor]	3%	2%	-7%
KB-3-1 cytotox	-6%	3%	8%	-2%
HT1080-NT tox	10%	8%	-1%	7%
KB-V1 cytotox	-9%	-11%	3%	0%
TDP-43 yeast inh	6%	-2%	-23%	4%
GLP-1R inv ag	10%	16%	18%	-12%

# An excerpt of these results, with bars between the fields.
No. | smiles | HT1080 IDH1KD tx | GLP-1R agonist | HEK293 tox | SW480 rerep | KB-3-1 cytotox | HT1080-NT tox | KB-V1 cytotox | TDP-43 yeast inh | GLP-1R inv ag
9 | C=C(C)C(=O)Nc1nnc(-c2ccccc2C)s1 | -13% | -3% | 1%[0.307 µM] | -5% | -14% | -21% | 4% | ? | -7%[0.307 µM]
28 | CC1=NNC(=O)C1CC(=O)N/N=C/c1sccc1C (stereo not drawn) | 16% | 3% | 12% | -150%[inhibitor] | 17% | 21% | -2% | -18% | 10%
15 | O=C(c1ccc([N+](=O)[O-])cc1Cl)N1CCN(Cc2ccccc2)CC1 | 1% | 4% | -22% | nt | -7% | -1% | ? | 14% | -4%
26 | CN1CC(=O)N=C1N | -11%&5% | -5%&2%&7% | 0%&-4% | -15%&-118%&1% | 0%&0% | 6%&4% | 12%&16% | 4%&5% | 4%&10%
31 | Cc1ccccc1N=C1c2ccccc2C(=O)C1[N+](=O)[O-] (stereo not drawn) | 1% | -5% | 4% | 0% | -15% | 0% | ? | 6% | -1%
